# NSD2 inh: NSD2 (human) methyltransferase inhibition. actives 0.07% (n = 44,000). O96028. inhibition, % at 12.5 µM. NSD2-SET H3K36me1 DELFIA fluorescence, biochemical; in the data active = inhibition above about 54%, passing the limit was not always enough;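 also: inhibitors reduce the monomethyl H3K36 fluorescence signal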
# Target sequence (O96028 whole entry, looked up): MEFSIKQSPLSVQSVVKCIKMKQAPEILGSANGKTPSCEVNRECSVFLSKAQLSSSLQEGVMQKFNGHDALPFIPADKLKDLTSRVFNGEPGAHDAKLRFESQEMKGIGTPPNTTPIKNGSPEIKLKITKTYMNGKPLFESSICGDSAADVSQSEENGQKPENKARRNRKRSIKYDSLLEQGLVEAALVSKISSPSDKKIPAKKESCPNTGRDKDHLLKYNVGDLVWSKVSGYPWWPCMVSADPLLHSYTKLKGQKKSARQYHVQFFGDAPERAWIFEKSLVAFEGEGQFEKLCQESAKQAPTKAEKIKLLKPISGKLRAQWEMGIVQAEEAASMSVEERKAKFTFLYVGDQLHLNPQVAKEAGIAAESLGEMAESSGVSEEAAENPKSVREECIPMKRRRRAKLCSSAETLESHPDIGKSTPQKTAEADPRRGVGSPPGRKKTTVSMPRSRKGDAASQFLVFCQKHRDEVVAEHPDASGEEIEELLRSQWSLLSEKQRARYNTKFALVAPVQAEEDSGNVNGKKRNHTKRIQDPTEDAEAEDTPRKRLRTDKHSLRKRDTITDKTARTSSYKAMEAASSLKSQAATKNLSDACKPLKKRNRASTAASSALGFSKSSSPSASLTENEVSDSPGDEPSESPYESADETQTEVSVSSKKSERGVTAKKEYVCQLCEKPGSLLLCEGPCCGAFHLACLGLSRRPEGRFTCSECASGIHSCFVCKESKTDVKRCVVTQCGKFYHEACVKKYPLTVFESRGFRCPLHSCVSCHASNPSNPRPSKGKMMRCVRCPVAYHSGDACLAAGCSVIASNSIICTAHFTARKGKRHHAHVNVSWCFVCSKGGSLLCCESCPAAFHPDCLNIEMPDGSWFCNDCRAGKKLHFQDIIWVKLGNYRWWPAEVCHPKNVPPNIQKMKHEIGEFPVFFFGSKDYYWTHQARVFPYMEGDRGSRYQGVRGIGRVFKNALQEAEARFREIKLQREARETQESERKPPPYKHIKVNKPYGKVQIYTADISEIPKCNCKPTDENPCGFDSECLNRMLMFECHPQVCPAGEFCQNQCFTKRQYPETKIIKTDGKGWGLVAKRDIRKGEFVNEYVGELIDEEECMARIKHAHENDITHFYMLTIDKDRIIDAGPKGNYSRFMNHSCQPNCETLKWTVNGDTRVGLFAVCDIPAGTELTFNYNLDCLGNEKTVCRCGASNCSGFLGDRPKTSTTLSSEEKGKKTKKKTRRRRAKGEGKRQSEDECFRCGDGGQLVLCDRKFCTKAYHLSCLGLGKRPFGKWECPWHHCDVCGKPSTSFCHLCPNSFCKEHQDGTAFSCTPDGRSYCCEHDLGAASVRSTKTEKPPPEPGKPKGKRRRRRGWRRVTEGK
# * = called active by the depositor.
SMILES,NSD2 inh
C[C@@H]1CN([C@H](C)CO)C(=O)c2cc(NS(=O)(=O)c3cccs3)ccc2O[C@H]1CN(C)Cc1ccc(C(=O)O)cc1,1
O=C(C[C@H]1C[C@@H]2c3cc(NC(=O)CC4CC4)ccc3O[C@@H]2[C@@H](CO)O1)NCCc1ccccc1,-2
C[C@H]1CN([C@@H](C)CO)C(=O)c2cccc(NS(=O)(=O)c3ccc(F)cc3)c2O[C@@H]1CN(C)Cc1ccncc1,-5
C[C@@H]1CN([C@@H](C)CO)C(=O)c2cc(NS(=O)(=O)c3ccc(F)cc3)ccc2O[C@@H]1CN(C)C(=O)Nc1ccc2c(c1)OCO2,-1
C[C@H](CO)N1C[C@H](C)[C@@H](CN(C)CC2CCCCC2)Oc2ccc(NC(=O)Cc3ccccc3)cc2CC1=O,-3
CC(C)NC(=O)Nc1ccc2c(c1)CC(=O)N([C@H](C)CO)C[C@@H](C)[C@H](CN(C)C(=O)NC1CCCCC1)O2,-6
CC(C)NC(=O)N(C)C[C@@H]1Oc2cc(C#CC3CC3)ccc2S(=O)(=O)N([C@H](C)CO)C[C@@H]1C,-2
C[C@H](CO)N1C[C@H](C)[C@@H](CN(C)Cc2ccncc2)Oc2ccc(NC(=O)NC3CCCCC3)cc2CC1=O,-4
Cc1noc(C)c1S(=O)(=O)Nc1cccc2c1O[C@@H](CN(C)CC1CCCCC1)[C@@H](C)CN([C@H](C)CO)C2=O,0
C[C@H](CO)N1C[C@H](C)[C@H](CN(C)S(=O)(=O)c2ccc(Cl)cc2)Oc2ccc(NC(=O)Cn3cnnn3)cc2CC1=O,3
CNC[C@@H]1Oc2c(NS(=O)(=O)c3cccs3)cccc2C(=O)N([C@@H](C)CO)C[C@@H]1C,-4
COc1ccccc1CN(C)C[C@@H]1OCc2cnnn2CCCC(=O)N([C@@H](C)CO)C[C@@H]1C,4
C[C@H]1CN([C@@H](C)CO)C(=O)c2cccc(NC(=O)CCCCCC(=O)Nc3ccccc3N)c2O[C@H]1CN(C)C(=O)Nc1ccc2c(c1)OCO2,2
C[C@@H]1CN([C@@H](C)CO)C(=O)c2cc(/C=C/c3ccccc3)cnc2O[C@H]1CN(C)Cc1ccccc1F,27
C[C@@H]1CCCCO[C@@H](CN(C)C(=O)C2CCCCC2)[C@@H](C)CN([C@@H](C)CO)C(=O)c2cc(NS(C)(=O)=O)ccc2O1,13
COc1cccc(-c2cnc3c(c2)C(=O)N([C@H](C)CO)C[C@@H](C)[C@@H](CN(C)Cc2ccc(C(=O)O)cc2)O3)c1,0
CC(=O)[C@@]1(O)CC[C@H]2[C@@H]3C[C@H](C)C4=CC(=O)C=C[C@]4(C)[C@@]3(F)[C@@H](O)C[C@@]21C,-1
C[C@@H]1CN([C@H](C)CO)C(=O)c2cc(NC(=O)Nc3ccc(C(F)(F)F)cc3)ccc2O[C@@H](C)CCCCO[C@H]1CN(C)S(=O)(=O)c1ccccc1,12
CCCNC(=O)N(C)C[C@@H]1Oc2ncc(-c3ccc(OC)cc3)cc2C(=O)N([C@@H](C)CO)C[C@H]1C,-3
C[C@@H]1CCCCO[C@H](CN(C)S(C)(=O)=O)[C@@H](C)CN([C@H](C)CO)C(=O)c2cc(NS(=O)(=O)c3ccc(Cl)cc3)ccc2O1,1
CC(=O)n1cc([C@@H]2C=C(C(=O)NCc3nc4ccccc4[nH]3)O[C@H](OCCCCO)C2)c2ccccc21,-3
C[C@@H]1CN([C@@H](C)CO)C(=O)c2cc(-c3cccnc3)cnc2O[C@H]1CN(C)C(=O)Nc1ccc(F)cc1,0
C[C@H]1CN([C@@H](C)CO)S(=O)(=O)c2ccc(C#CCN(C)C)cc2O[C@@H]1CN(C)S(C)(=O)=O,-4
CC(C)C#Cc1ccc2c(c1)O[C@H](CN(C)C(=O)c1ccccn1)[C@H](C)CN([C@H](C)CO)S2(=O)=O,-9
COc1ccc(NC(=O)N(C)C[C@@H]2Oc3ccc(NS(=O)(=O)c4c(C)noc4C)cc3CC(=O)N([C@H](C)CO)C[C@H]2C)cc1,-4
COc1ccc(-c2cnc3c(c2)C(=O)N([C@@H](C)CO)C[C@H](C)[C@H](CN(C)C(=O)C2CCOCC2)O3)cc1,3
C[C@@H]1CN([C@H](C)CO)C(=O)Cc2cc(NC(=O)C3CC3)ccc2O[C@@H]1CN(C)C(=O)Nc1cccc2ccccc12,9
C[C@@H]1CN([C@@H](C)CO)C(=O)c2cc(C3=CCCCC3)cnc2O[C@@H]1CN(C)C(=O)c1ccccn1,1
CNC[C@H]1Oc2cc(-c3ccncc3)ccc2S(=O)(=O)N([C@@H](C)CO)C[C@H]1C,-1
C/C=C/c1ccc2c(c1)O[C@@H](CN(C)C(=O)Nc1ccc(OC)cc1)[C@@H](C)CN([C@H](C)CO)S2(=O)=O,-2
CCCN(C)C[C@H]1Oc2ncc(C#CCN(C)C)cc2C(=O)N([C@H](C)CO)C[C@@H]1C,2
Cc1ccc(S(=O)(=O)Nc2ccc3c(c2)CC(=O)N([C@H](C)CO)C[C@@H](C)[C@@H](CN(C)Cc2ccccc2)O3)cc1,19
COc1ccc(S(=O)(=O)N(C)C[C@H]2Oc3ccc(NC(=O)C4CC4)cc3CC(=O)N([C@H](C)CO)C[C@H]2C)cc1,0
N=C(N)SCCc1ccc(OCc2ccc([N+](=O)[O-])cc2)cc1,12
COc1ccc(CN(C)C[C@H]2Oc3ccc(NC(=O)Nc4ccc(C(F)(F)F)cc4)cc3C(=O)N([C@H](C)CO)C[C@@H]2C)cc1,-1
C[C@@H]1CN([C@@H](C)CO)C(=O)c2cc(NS(=O)(=O)c3cccs3)ccc2O[C@H]1CN(C)Cc1ccc(Cl)c(Cl)c1,1
CC(NC(=O)/C=C/C(=O)O)C(=O)NC(C(=O)NC(Cc1c[nH]c2ccccc12)C(=O)O)C(C)c1c[nH]c2ccccc12 (centres undefined),4
COc1ccc(NC(=O)Nc2ccc3c(c2)C(=O)N([C@@H](C)CO)C[C@H](C)[C@@H](CN(C)S(=O)(=O)c2ccc(C)cc2)OCCCC[C@H](C)O3)cc1,3
Cc1ccccc1-c1cnc2c(c1)C(=O)N([C@@H](C)CO)C[C@H](C)[C@H](CN(C)Cc1ccccc1F)O2,10
O=C(c1ccccc1)N1C(=S)C(c2ccccc2)=NC12CCCC2,2
CC(C)NC(=O)N(C)C[C@@H]1OCCCC[C@@H](C)Oc2ccc(NS(=O)(=O)c3ccccc3)cc2C(=O)N([C@@H](C)CO)C[C@@H]1C,0
COC(=O)c1sc(=S)n(C)c1C,13
C[C@H](CO)N1C[C@H](C)[C@H](CN(C)C)OCCCC[C@H](C)Oc2ccc(NC(=O)CCC(F)(F)F)cc2C1=O,2
C[C@@H]1CN([C@H](C)CO)C(=O)c2cc(NC(=O)Nc3ccc(C(F)(F)F)cc3)ccc2O[C@@H]1CN(C)Cc1ccc(C(=O)Nc2ccccc2N)cc1,-7
CNC[C@H]1Oc2ccc(NC(=O)c3ccncc3)cc2CC(=O)N([C@@H](C)CO)C[C@H]1C,-5
CO[C@@H](CN(C)Cc1ccc(-c2ccccn2)cc1)[C@H](C)CN(C(=O)Nc1ccc(F)cc1)[C@H](C)CO,5
C[C@@H]1CCCCO[C@H](CN(C)S(=O)(=O)c2ccccc2)[C@H](C)CN([C@@H](C)CO)C(=O)c2cc(NS(=O)(=O)c3cccs3)ccc2O1,-3
C[C@@H]1CCCCO[C@@H](CN(C)S(=O)(=O)c2cn(C)cn2)[C@@H](C)CN([C@H](C)CO)C(=O)c2cc(NC(=O)c3ccncc3)ccc2O1,3
Cc1noc(C)c1NC(=O)N(C)C[C@H]1Oc2ccc(NS(=O)(=O)c3cn(C)cn3)cc2C(=O)N([C@H](C)CO)C[C@@H]1C,1
COc1ccc(NC(=O)Nc2ccc3c(c2)C(=O)N([C@H](C)CO)C[C@@H](C)[C@@H](CN(C)Cc2ccc(Cl)c(Cl)c2)O3)cc1,-9
O=C(C[C@H]1C[C@H]2c3cc(NS(=O)(=O)c4ccc(F)cc4)ccc3O[C@H]2[C@@H](CO)O1)NCCc1ccccc1,-1
CN(C)C(=O)C[C@H]1C[C@H]2c3cc(NS(=O)(=O)c4ccc(F)cc4)ccc3O[C@H]2[C@H](CO)O1,2
C[C@H](CO)N1C[C@H](C)[C@H](CN(C)S(=O)(=O)c2cn(C)cn2)Oc2c(NC(=O)C3CCOCC3)cccc2C1=O,-1
Nc1cccc(C2OCCCO2)c1,0
COc1ccc(NC(=O)N(C)C[C@@H]2Oc3cc(-c4cccc(C(=O)N(C)C)c4)ccc3S(=O)(=O)N([C@H](C)CO)C[C@H]2C)cc1,10
CC(=O)N(C)C[C@@H]1Oc2cc(/C=C/c3ccccc3)ccc2S(=O)(=O)N([C@H](C)CO)C[C@H]1C,0
COc1cc2c(ccc3cc(OC)c(OC)c(O)c32)cc1O,-3
COc1ccc(CN(C)C[C@@H]2OCCCC[C@@H](C)Oc3ccc(NS(=O)(=O)c4cccs4)cc3C(=O)N([C@@H](C)CO)C[C@H]2C)cc1,3
C[C@@H]1CCCCO[C@@H](CN(C)S(=O)(=O)c2ccc(Cl)cc2)[C@@H](C)CN([C@H](C)CO)C(=O)c2cc(NC(=O)Cc3ccccc3)ccc2O1,-2
C[C@H](CO)N1C[C@H](C)[C@@H](CN(C)C(=O)c2cnccn2)Oc2ncc(C#CCC3CCCC3)cc2C1=O,0

# 4 records picked at random from those above:
SMILES,NSD2 inh
COc1ccc(NC(=O)Nc2ccc3c(c2)C(=O)N([C@H](C)CO)C[C@@H](C)[C@@H](CN(C)Cc2ccc(Cl)c(Cl)c2)O3)cc1,-9
CNC[C@H]1Oc2ccc(NC(=O)c3ccncc3)cc2CC(=O)N([C@@H](C)CO)C[C@H]1C,-5
COc1ccc(NC(=O)N(C)C[C@@H]2Oc3cc(-c4cccc(C(=O)N(C)C)c4)ccc3S(=O)(=O)N([C@H](C)CO)C[C@H]2C)cc1,10
CC(=O)N(C)C[C@@H]1Oc2cc(/C=C/c3ccccc3)ccc2S(=O)(=O)N([C@H](C)CO)C[C@H]1C,0

# (next part)
SMILES,NSD2 inh
C[C@H](CO)N1C[C@H](C)[C@H](CN(C)S(=O)(=O)c2ccccc2)Oc2ccc(NS(=O)(=O)c3ccc(F)cc3)cc2C1=O,4
Cc1noc(C)c1S(=O)(=O)N(C)C[C@@H]1Oc2c(NS(=O)(=O)c3ccc(F)cc3)cccc2C(=O)N([C@H](C)CO)C[C@@H]1C,1
CC(C)NC(=O)N(C)C[C@H]1OCCCC[C@H](C)Oc2ccc(NC(=O)c3ccncc3)cc2C(=O)N([C@@H](C)CO)C[C@@H]1C,5
Cc1cccc(C)c1NC(=O)CN1CCN(CCCC(c2ccc(F)cc2)c2ccc(F)cc2)CC1,-3
C/C=C/c1cnc2c(c1)C(=O)N([C@H](C)CO)C[C@H](C)[C@@H](CN(C)Cc1ccc3c(c1)OCO3)O2,-2
C[C@H]1CN([C@@H](C)CO)C(=O)c2cc(NC(=O)Cn3cnnn3)ccc2O[C@@H]1CN(C)C(=O)Nc1cccc2ccccc12,0
C[C@@H]1CN([C@@H](C)CO)C(=O)Cc2cc(NC(=O)Nc3ccc(F)cc3)ccc2O[C@@H]1CN(C)Cc1ccc(C(=O)Nc2ccccc2N)cc1,-5
Cc1ccc(S(=O)(=O)N(C)C[C@@H]2Oc3ncc(-c4cccc(F)c4)cc3C(=O)N([C@H](C)CO)C[C@@H]2C)cc1,2
COc1ccc(NC(=O)N(C)C[C@@H]2Oc3ccc(NS(=O)(=O)c4ccccc4)cc3C(=O)N([C@@H](C)CO)C[C@H]2C)cc1,6
C[C@H](CO)N1C[C@H](C)[C@H](CN(C)S(=O)(=O)c2ccc(Cl)cc2)OCCCC[C@H](C)Oc2ccc(NS(=O)(=O)c3ccc(Cl)cc3)cc2C1=O,3
CCCC#Cc1ccc2c(c1)O[C@@H](CN(C)C(=O)CN(C)C)[C@H](C)CN([C@@H](C)CO)S2(=O)=O,19
Cc1noc(C)c1NC(=O)N(C)C[C@@H]1OCCCC[C@H](C)Oc2ccc(N(C)C)cc2C(=O)N([C@H](C)CO)C[C@@H]1C,-4
COCC#Cc1cnc2c(c1)C(=O)N([C@H](C)CO)C[C@H](C)[C@@H](CN(C)C(=O)Cc1cccnc1)O2,7
Cc1noc(C)c1NC(=O)Nc1ccc2c(c1)C(=O)N([C@@H](C)CO)C[C@H](C)[C@@H](CN(C)C(=O)CCCN(C)C)OCCCC[C@@H](C)O2,1
Cc1noc(C)c1S(=O)(=O)N(C)C[C@@H]1OCCCC[C@@H](C)Oc2ccc(NC(=O)NC(C)C)cc2C(=O)N([C@H](C)CO)C[C@@H]1C,2
C[C@@H]1CN([C@@H](C)CO)C(=O)c2c(c3ccccc3n2C)-c2ccccc2CO[C@@H]1CN(C)C(=O)Cc1ccccc1,-7
C[C@@H]1CN([C@@H](C)CO)C(=O)c2cc(NS(=O)(=O)c3cn(C)cn3)ccc2O[C@H]1CN(C)C(=O)Nc1ccc2c(c1)OCO2,4
C[C@H](CO)N1C[C@H](C)[C@@H](CN(C)C(=O)Nc2ccc(C(F)(F)F)cc2)Oc2ccc(NC(=O)Nc3ccc(F)cc3)cc2CC1=O,-22
COc1ccccc1-c1cnc2c(c1)C(=O)N([C@H](C)CO)C[C@@H](C)[C@H](CN(C)C(=O)CC1CC1)O2,-1
CNC[C@H]1Oc2ccc(NC(=O)c3ccncc3)cc2C(=O)N([C@@H](C)CO)C[C@@H]1C,2
C[C@@H]1CN([C@H](C)CO)S(=O)(=O)c2ccc(-c3cccc(C(=O)N(C)C)c3)cc2O[C@H]1CN(C)C(=O)Nc1ccccc1,3
C[C@H](CO)N1C[C@H](C)[C@@H](CN(C)Cc2ccc(-c3ccccc3)cc2)Oc2c(NC(=O)CCCCCC(=O)Nc3ccccc3N)cccc2C1=O,-2

# Some of these compounds in order of the NSD2 inh value, highest first:
SMILES,NSD2 inh
CCCC#Cc1ccc2c(c1)O[C@@H](CN(C)C(=O)CN(C)C)[C@H](C)CN([C@@H](C)CO)S2(=O)=O,19
C[C@@H]1CN([C@@H](C)CO)C(=O)c2cc(NS(=O)(=O)c3cn(C)cn3)ccc2O[C@H]1CN(C)C(=O)Nc1ccc2c(c1)OCO2,4
Cc1noc(C)c1S(=O)(=O)N(C)C[C@@H]1OCCCC[C@@H](C)Oc2ccc(NC(=O)NC(C)C)cc2C(=O)N([C@H](C)CO)C[C@@H]1C,2
C[C@H](CO)N1C[C@H](C)[C@@H](CN(C)Cc2ccc(-c3ccccc3)cc2)Oc2c(NC(=O)CCCCCC(=O)Nc3ccccc3N)cccc2C1=O,-2
C[C@@H]1CN([C@@H](C)CO)C(=O)c2c(c3ccccc3n2C)-c2ccccc2CO[C@@H]1CN(C)C(=O)Cc1ccccc1,-7

# This is a subset; the hit share may differ from the screen's.
